CHT PAM = allosteric activators of human choline transporter CHT | B-score at 10 µM | 0.49% of 310,000 active | AID 488977 | CHT-expressing cells, membrane potential dye, choline EC20; hits give high values; LV-AA mutant CHT in HEK293 cells | Q9GZV3;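 active means initial fluorescence not abnormally high and integrated response B-score, plate-corrected, over 3 SD above library mean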
Target sequence (Q9GZV3 whole entry, looked up): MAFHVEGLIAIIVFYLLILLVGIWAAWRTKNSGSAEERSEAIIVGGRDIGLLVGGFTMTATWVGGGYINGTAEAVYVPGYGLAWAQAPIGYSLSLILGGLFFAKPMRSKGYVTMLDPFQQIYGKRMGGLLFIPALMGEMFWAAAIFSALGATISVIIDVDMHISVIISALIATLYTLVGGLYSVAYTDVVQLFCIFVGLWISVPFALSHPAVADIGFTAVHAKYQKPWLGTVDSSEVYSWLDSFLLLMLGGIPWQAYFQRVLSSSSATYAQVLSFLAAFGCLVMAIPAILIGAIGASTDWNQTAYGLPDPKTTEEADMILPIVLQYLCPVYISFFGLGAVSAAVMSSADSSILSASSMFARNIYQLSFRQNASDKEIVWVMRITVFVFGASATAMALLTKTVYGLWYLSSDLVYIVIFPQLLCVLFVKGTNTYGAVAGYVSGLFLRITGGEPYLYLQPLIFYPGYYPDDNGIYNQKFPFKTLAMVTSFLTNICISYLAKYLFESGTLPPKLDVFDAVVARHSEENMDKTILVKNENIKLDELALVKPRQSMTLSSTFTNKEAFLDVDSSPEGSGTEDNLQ
OX1R antagonist = human HCRTR1 antagonism. O43613. CHO/OX1R cells, Fluo-8 calcium fluorescence, orexin A. inhibition, % at 5 µM. 0.43% of 330,000 active. AID 434989;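 active means inhibition above its plate's threshold, mean inhibition of all tested compounds on the plate plus 3 SD, cut at about 37% in these data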;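 further: 0% = orexin A challenge wells and 100% = SB-334867-A antagonist wells; not every result past the cut was called active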
Target sequence (O43613 whole entry, looked up): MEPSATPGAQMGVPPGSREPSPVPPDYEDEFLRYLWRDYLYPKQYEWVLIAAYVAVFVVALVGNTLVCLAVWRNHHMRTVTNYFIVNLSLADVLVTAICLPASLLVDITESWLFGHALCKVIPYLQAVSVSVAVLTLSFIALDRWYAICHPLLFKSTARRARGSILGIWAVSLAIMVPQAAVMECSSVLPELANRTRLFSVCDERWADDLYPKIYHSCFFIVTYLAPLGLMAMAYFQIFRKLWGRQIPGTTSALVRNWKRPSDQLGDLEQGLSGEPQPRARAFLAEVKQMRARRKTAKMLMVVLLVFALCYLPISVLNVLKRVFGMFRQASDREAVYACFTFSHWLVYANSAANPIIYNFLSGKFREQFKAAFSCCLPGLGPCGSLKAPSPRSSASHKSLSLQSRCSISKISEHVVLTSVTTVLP
Starred values were filed as active, the others as inactive; i = inactive; x = not tested or not shown.

SMILES	CHT PAM	OX1R antagonist
Cc1cccc(NC(=O)c2cnn(-c3ccc(F)cc3)c2C2CCNCC2)c1C	i	2
Cc1ccc(S(=O)(=O)CCC(=O)OCC(=O)NC(N)=O)cc1	i	4
CCCOc1ccc(CNC(=O)CCC(=O)n2ncc3cc(C)ccc32)cc1	i	-4
CC(C(=O)Nc1nc2ccccc2[nH]1)N1C(=O)C2CC=CCC2C1=O (stereo not drawn)	i	-19
CCN(CC)CCNC(=O)c1c(C)oc2cc(Br)c(OC)cc12	i	-14
COc1ccccc1NC(=S)N1CCN(c2ncccn2)CC1	i	3
O=C(N/N=C/c1cccnc1)c1ccc2ccccc2c1O	i	x
O=C(Cn1cc2c(n1)CCCCC2)NCc1ccccc1	i	-5
C=CCn1c(SCc2csc(C)n2)nc2sc3c(c2c1=O)CCCCC3	i	-31
COC(=O)CSc1cnc2ccccc2n1	i	-6
O=C(CN(C(=O)c1csnn1)c1ccc(F)cc1)NCc1ccc2c(c1)OCO2	i	-22
COc1cc(C(=O)NCC(=O)N/N=C\C(C)=C/c2ccccc2)cc(OC)c1OC	i	-12
O=[N+]([O-])c1ccc(OC(F)F)c(/C=N/n2cnnc2)c1	i	2
COC1=CC(=Cc2c(N)n3nc(CC(=O)N4CCCCC4)sc3nc2=O)C=C(OC)C1=O	i	-2
Cc1cc(C)cc(-n2c(N)c(C(=O)Nc3c(C)n(C)n(-c4ccccc4)c3=O)c3nc4ccccc4nc32)c1	i	-9
O=C(O)CC(NCc1ccco1)C(=O)OCC1CCCO1 (stereo not drawn)	i	-5
Cc1ccc(CNC(=O)CN(c2cccc([N+](=O)[O-])c2)S(=O)(=O)c2ccccc2)cc1	i	-19
O=C(CN1C(=O)c2cccc3cccc1c23)NCc1ccncc1	i	-15
O=C1/C(=C/c2ccc([N+](=O)[O-])cc2)CCc2ccccc21	i	-20
CC(NC(=O)c1cc(-c2ccc(Br)cc2)on1)c1ccccc1 (stereo not drawn)	i	-11
Cc1ccc(C(=O)N2CCN3C(=O)c4ccccc4C23c2ccccc2)cc1 (stereo not drawn)	i	-24
O=c1oc2ccccc2c(Nc2cccc(O)c2)c1[N+](=O)[O-]	i	-6
O=C(NCC(=O)N(c1ccccc1)C(C(=O)NC1CCCCC1)c1ccncc1)c1ccco1 (stereo not drawn)	i	-10
COc1ccc(N(C(=O)c2ccccc2)S(=O)(=O)c2cccs2)cc1	i	2
COCCCNC(=O)CN(c1ccc(F)cc1)S(=O)(=O)c1ccc2c(c1)OCCO2	i	-11
Later entries:
SMILES	CHT PAM	OX1R antagonist
CS(=O)(=O)N1CCN(c2ccc([N+](=O)[O-])c(N3CCOCC3)c2)CC1	i	-28
CCCCn1c(N)c(N(CCC(C)C)C(=O)CSc2nncn2-c2ccccc2)c(=O)[nH]c1=O	x	-21
CC(C)C(NC(=O)c1ccccc1Br)c1ccccc1 (stereo not drawn)	i	-13
CC(NC(=O)c1ccccc1F)c1nnc(SCC(=O)Nc2nccs2)n1C (stereo not drawn)	i	-4
O=C(Nc1ccccc1)C1CCN(C(=O)c2ccco2)CC1	i	-8
CC(C)OCCCNC(=O)C1CC(=O)N(CCc2ccccc2)C1 (stereo not drawn)	i	-12
Cc1nnc(SCc2cc(=O)[nH]c(N3CCN(Cc4ccccc4)CC3)n2)s1	i	-18
CC1CC(C)CN(S(=O)(=O)c2ccc(NC(=O)c3ccc(=O)[nH]c3)cc2)C1 (stereo not drawn)	x	-11
O=S(=O)(c1ccc(-c2nnc(SCc3nnc(-c4ccccc4)o3)o2)cc1)N1CCCC1	i	-19
CCOC(=O)c1ccc(NS(=O)(=O)c2cc(-c3nnnn3C(C)C)ccc2OC)cc1	i	-23
CCOc1ccccc1OC(=O)c1ccco1	i	-23
Cc1ccc([N+](=O)[O-])cc1NC(=O)CSc1n[nH]c(-c2cccnc2)n1	i	-16
COC(=O)[C@@]12CCCN1[C@H](c1ccc(-c3ccc(OC)cc3)c(OC)c1)[C@H]1C(=O)N(C)C(=O)[C@H]12	i	-19
Cc1ccc(S(=O)(=O)N2CCC[C@H]2C(=O)NCc2ccccc2Cl)cc1	x	-6
O=C(Cn1c(=O)oc2ccccc21)NCCc1ccccc1	i	-16
COc1cccc(NC(=S)N2CCc3cc(OC)c(OC)cc3C2)c1	i	-17
CN1CCN(C(=O)c2ccc(N(C)S(=O)(=O)c3cccs3)cc2)CC1	i	-18
CCCCn1c(N)c(-c2nc3ccccc3s2)c2c([N+](=O)[O-])nn(CC)c(=O)c21	i	-32
CCNC(=S)Nc1ccc(C)c(Cl)c1	i	-7
CCC(C)NC(=O)C1(O)c2cc(Br)ccc2NC(=O)N1c1cccc(OC)c1 (stereo not drawn)	i	-15
COc1cc(C(=O)NCc2nnc(SCC(=O)Nc3ccc4c(c3)OCO4)o2)cc(OC)c1OC	i	-6
COc1ccc(CN2CCCC(C(=O)c3cccc(C(F)(F)F)c3)C2)cc1O (stereo not drawn)	i	-23
COc1ccccc1CC(=O)Nc1cccc(F)c1	i	-25
COc1cccc2cc(S(=O)(=O)c3ccccc3)c(=Nc3ccc4c(c3)OCCO4)oc12	i	-10
CC1(C)CC(CCNS(=O)(=O)c2ccccc2)(c2ccccc2)CCO1 (stereo not drawn)	i	-34
Carrying on.
SMILES	CHT PAM	OX1R antagonist
Cc1ccc(S(=O)(=O)NCCCNS(=O)(=O)c2ccc(C)cc2)cc1	x	-3
N#CCCn1cc(/C=N/NC(=O)c2ccncc2)c(-c2ccccc2)n1	i	-11
CSCCC(C(=O)OCC(=O)c1ccc(C)c(C)c1)N1C(=O)c2ccccc2C1=O (stereo not drawn)	i	-4
CCc1ccc(C(=O)CSc2nc(C)cc(=O)[nH]2)cc1	i	-33
O=C(Nc1nccs1)c1ccc(Cl)s1	i	-29
COc1ccc(-c2ccc3c(c2)c(-c2cccs2)c(-c2cc(OC)cc(OC)c2)n3C)cc1	x	-20
C[C@H](NC(=O)N1CCn2c1nc1ccccc12)C(=O)NC1CCCCC1	i	-10
COC(=O)c1ccc(Cn2cnc3c(cnn3-c3ccc(F)cc3)c2=O)o1	i	-13
COc1cc(/C=C(\C#N)c2[nH]nc(N)c2C#N)cc(OC)c1O	i	-13
COc1ccc(NC(=O)c2cc(-c3ccco3)on2)cc1	i	5
CCn1nc(NC(=O)CC(C)C)c2cc3cccc(C)c3nc21	i	-11
COc1ccc(NC(=O)CCN2CCN(S(=O)(=O)c3ccc(F)cc3)CC2)cc1	i	-20
O=C(COC(=O)C1CCC1)Nc1cc(S(=O)(=O)N2CCCCC2)ccc1Cl	i	-20
Cc1ccc(N(CCC(=O)O)S(=O)(=O)c2ccc(C)cc2)cc1	i	-12
COc1ccc(C2C(=O)N(CCc3ccccc3)CC(=O)N2C2CCCC2)cc1 (stereo not drawn)	i	-2
O=C(Nc1ccc(F)cc1)Nc1cnccn1	i	-6
NC(=S)N/N=C/c1ncc(C(F)(F)F)cc1Cl	i	-13
CC(C)(C)c1cc(C(=O)C[n+]2ccc(C(=O)NCCCO)cc2)cc(C(C)(C)C)c1O	i	-27
O=C(CCCN1C(=O)/C(=C/c2ccccc2Cl)SC1=S)Nc1cccnc1	i	-10
CCSc1nc2c(c(=O)n1-c1ccc(F)cc1)SCC2	i	-28
CC(C)CC(=O)N1CCN(Cc2ccc3c(c2)OCO3)CC1	i	-5
O=C(O)CCN1c2cccc3cccc(c23)S1(=O)=O	i	1
COC(=O)[C@H]1C[C@H](C(=O)O)[C@@H](C)C1(C)C	i	-2
COc1ccc(CNC(=O)C(c2ccncc2)N(C(=O)Cc2cccs2)c2ccccc2C)cc1 (stereo not drawn)	i	-25
Cc1ccc(/C=C/C(=O)O)cc1S(=O)(=O)NCCCO	i	-2

Three entries from above in another layout:
Below each compound – CHT PAM, OX1R antagonist
Cc1ccc(S(=O)(=O)NCCCNS(=O)(=O)c2ccc(C)cc2)cc1
→ x, -3
N#CCCn1cc(/C=N/NC(=O)c2ccncc2)c(-c2ccccc2)n1
→ i, -11
CSCCC(C(=O)OCC(=O)c1ccc(C)c(C)c1)N1C(=O)c2ccccc2C1=O (stereo not drawn)
→ i, -4

An excerpt of these results, with each value named.
NC(=S)N/N=C/c1ncc(C(F)(F)F)cc1Cl
  CHT PAM: i
  OX1R antagonist: -13

CC(C)(C)c1cc(C(=O)C[n+]2ccc(C(=O)NCCCO)cc2)cc(C(C)(C)C)c1O
  CHT PAM: i
  OX1R antagonist: -27

O=C(CCCN1C(=O)/C(=C/c2ccccc2Cl)SC1=S)Nc1cccnc1
  CHT PAM: i
  OX1R antagonist: -10

CCSc1nc2c(c(=O)n1-c1ccc(F)cc1)SCC2
  CHT PAM: i
  OX1R antagonist: -28

The list goes on.
SMILES	CHT PAM	OX1R antagonist
C/C(=N\NC(=O)NC1CCCCC1)C1CCCCC1	i	-14
CCOC(=O)C1CCCN(Cc2ccc(-c3ccccc3)cc2)C1 (stereo not drawn)	i	-28
Cc1ccc(-c2nn3c(C)nnc3c3ccccc23)cc1S(=O)(=O)NCCN1CCOCC1	i	-16
CN(c1ccc2nc3ccccc3c(=O)n2n1)C1CCCCC1	i	-25
CCN(CC)c1nc(NN)nc(Nc2ccc(C)c(Cl)c2)n1	i	-39
CCc1ccc(N(C(=O)c2ccco2)C(C(=O)NC2CCCC2)c2cccnc2)cc1 (stereo not drawn)	i	-36
CC(=O)C1C(=O)c2c(cccc2[N+](=O)[O-])C1=Nc1cccc(Cl)c1 (stereo not drawn)	i	-4
O=C(CSc1ncn(-c2ccccc2)n1)Nc1nc2ccccc2s1	i	-14
OCCN(CCO)CC(O)COc1ccc2c(c1)OCO2 (stereo not drawn)	i	5
COc1ccccc1/C=C1/SC(=S)N(C(C)C(=O)NC2C=CS(=O)(=O)C2)C1=O (stereo not drawn)	i	11
Cc1cc(C(=O)NCc2cccnc2)n(-c2ccccc2)n1	i	-22
Cc1cc(C)n2nc(C(=O)N/N=C/c3ccc(O)cc3)nc2n1	6.5*	-7
C/C(=N\NC(=O)C(=O)Nc1c(C)n(C)n(-c2ccccc2)c1=O)c1ccc(Cl)s1	i	-24
CCCn1c(CCl)nc2cc(S(=O)(=O)N3CCOCC3)ccc21	x	11
CCn1ccnc1CNC(=O)CC1C(=O)NCCN1Cc1ccc(F)cc1Cl (stereo not drawn)	i	-11
Cn1cc(CC(=O)Nc2cccc(C#N)c2)c2ccccc21	i	-24
CC1CN(C(=O)COc2ccc3ccccc3c2)CC(C)O1 (stereo not drawn)	x	-3
COCCN(C(=O)c1ccco1)c1nc(-c2ccccc2)cs1	i	-12
CCSc1ncc(/C=N/Nc2ccc([N+](=O)[O-])cc2)n1C	i	4
CCCNC(=O)CS(=O)Cc1nc(-c2cccc(OC)c2)oc1C (stereo not drawn)	i	-23
CNS(=O)(=O)c1cccc(C(=O)OCC(=O)/C=C2/N(C)c3ccccc3C2(C)C)c1	i	12
COc1cccc2c1Oc1ncccc1N(C(=O)CCC(=O)NCc1ccccc1)C2	i	-17
OCCc1c[nH]c2cc(F)ccc12	i	-19
O=C(CCN1C(=O)COc2ccccc21)NCCN1CCc2ccccc2C1	i	-5
CN(CC(=O)NC1CCN(Cc2ccccc2)CC1)S(=O)(=O)c1ccc(Cl)s1	x	-18

Three of the entries above in order of their number in OX1R antagonist, smallest number first.
| smiles | OX1R antagonist |
| --- | --- |
| CN(c1ccc2nc3ccccc3c(=O)n2n1)C1CCCCC1 | -25 |
| C/C(=N\NC(=O)NC1CCCCC1)C1CCCCC1 | -14 |
| CC(C)CC(=O)N1CCN(Cc2ccc3c(c2)OCO3)CC1 | -5 |

Returning to the listing; the four compounds before the break are reprinted first.
SMILES	CHT PAM	OX1R antagonist
COc1cccc2c1Oc1ncccc1N(C(=O)CCC(=O)NCc1ccccc1)C2	i	-17
OCCc1c[nH]c2cc(F)ccc12	i	-19
O=C(CCN1C(=O)COc2ccccc21)NCCN1CCc2ccccc2C1	i	-5
CN(CC(=O)NC1CCN(Cc2ccccc2)CC1)S(=O)(=O)c1ccc(Cl)s1	x	-18
Cc1cc(C(=O)N2CCN(c3ccccn3)CC2)c(C)o1	i	-4
CC1=C(C(=O)OCCC#N)C(c2cc3c(cc2Br)OCO3)NC(=O)N1 (stereo not drawn)	i	15
CCOc1ccccc1NC(=O)N1CCC(n2nnc3cc(C)ccc32)CC1	i	-21
COc1ccccc1N(C(=O)c1ccco1)C(C(=O)NC1CCCC1)c1ccncc1 (stereo not drawn)	i	-24
CCn1c(SCC(=O)Nc2cc(C)on2)nnc1-c1ccc(S(=O)(=O)N2CCCC2)cc1	i	-10
COc1ccc(NC(=O)CSc2nnc(-c3ccccn3)n2-c2ccccc2)cc1OC	i	-11
O=C(CN1NS(=O)(=O)c2ccccc2C1=O)Nc1ccccc1OC(F)F	i	-17
CC(=O)Nc1ccc(S(=O)(=O)NCc2nnnn2-c2ccc(F)cc2)cc1	i	-11
Cc1cccc(C(=O)NCC(=O)N2CCCCCCC2)c1	x	-7
O=C(CSc1cn[nH]n1)Nc1cccc(C(=O)O)c1	i	15
COc1ccc(C(=O)NCC(C)(C)N2CCOCC2)cc1S(=O)(=O)N1CCCC1	x	-21
COc1ccc(Nc2nc(N)nc(CSC(=S)N3CCOCC3)n2)cc1	i	-11
O=[N+]([O-])c1ccc(OCCCCCN2CCOCC2)cc1	i	-4
COc1ccc(-c2noc(CN3C(=O)c4ccccc4C3=O)n2)cc1	i	-11
Cn1c(SCc2nc3ccccc3c(=O)[nH]2)nc2ccccc21	i	-23
Cc1ccc2c(Cl)c(C(=O)NCc3cccnc3)sc2c1	i	-6
CN(CC(=O)Nc1ccc(F)cc1)c1ccc(S(=O)(=O)N2CCCCC2)cc1[N+](=O)[O-]	i	-35
Cc1sc(NC(=O)C2CSC3(C)CCC(=O)N23)nc1-c1ccc(F)cc1 (stereo not drawn)	i	-19
Cc1cccc(NC(=O)CN2C(=O)CNC2=O)c1	i	3

Compound activity (PubChem BioAssay)
